Screening data from PubChem BioAssay.
pAkt inh = Akt phosphorylation inhibition | Neuro2A IGF-stimulated pAkt S473 HTRF, 20 min; hits give low values | activity change, % for hits at 50 µM | 0.32% of 360,000 active | AID 651550; in the data active means activity change below about -80%; inconclusive means mostly about -51% to -80%; further: on the % scale 0 is the no-effect control and ±100 the full control effect
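Neuro2A cells (4,500/well, DMEM with 0.5% FBS) were treated with compound at a single 50 µM final concentration, stimulated with 6 nM IGF for 20 min at 37 °C, and lysed. Phospho-Akt Ser473 was read by HTRF as 665/615 ratio ×10^4.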
A549 tox = kills or reduces viability of A549 cells in Nrf2 counter-screen; A549 ARE-Fluc cells, CellTiter-Fluor viability, 18-24 h; Potency, µM (series often up to 46 µM), for inactives: at the highest dose activity change, negative = cytotoxicity, usual class: inhibitors; 0.16% of 390,000 active; further: potency means the concentration at half of the fitted maximal effect; on the % scale 0 is the no-effect control and ±100 the full control effect
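Cytotoxicity counterscreen: CellTiter-Fluor fluorescence was measured in A549 ARE_Fluc cells after 18-24 h of compound exposure in a concentration series. The subsequent BugLite luminescent read reports ARE-luciferase activity.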
Mm-Cpn inhibitor = inhibitors of Methanococcus maripaludis chaperonin (MmCpn); Potency, µM (titrated, usually from 76.9 µM), without a hit: at the highest dose activity, negative = inhibition, hits mostly inhibitors; purified Mm-Cpn ATPase, ADP Transcreener TR-FRET; AID 504842; 0.031% of 330,000 active; further: potency means the concentration at half of the fitted maximal effect; on the % scale 0 is the no-effect control and ±100 the full control effect; nearly all actives have a fitted effect of over 80% in size
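25 nM Mm-CPN + cpd, 10 min 37°C; + 10 uM ATP, 30 min 37°C; buffer 30 mM Tris pH 7.4, 100 mM KCl, 5 mM MgCl2, 1 mM DTT; Transcreener ADP HTRF detection 30 min RT.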
S2 tox = cell viability loss in ATXN counter-screen; Potency, µM (series often up to 56.7 µM), most hits filed as cytotoxic; 0.49% of 400,000 active; S2 cells (HEK-293 line with an ATXN2-luciferase reporter) viability, CellTiter-Fluor protease fluorescence, 24 h; further: potency means the concentration at half of the fitted maximal effect; nearly all actives have a fitted effect of over 40% in size
Nrf2 block = blocks Nrf2 signaling. Potency, µM (doses to about 46 µM), without a hit: at the highest dose activity change, negative = inhibition, actives largely listed as inhibitors. A549 ARE-Fluc reporter, luciferase luminescence, 18-24 h. 2.1% of 360,000 active; further: potency means the concentration at half of the fitted maximal effect; on the % scale 0 is the no-effect control and ±100 the full control effect; nearly all actives have a fitted effect of over 60% in size
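Cells were seeded and rested 2 h, then exposed to compounds for 18-24 h. CellTiter-Fluor was read first as a viability measure. BugLite was added 15 min before the final luminescent read of ARE-luciferase activity in A549 cells.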
Nrf2 ARE act = activators of Nrf2 (ARE) signaling; AID 624171; 0.31% of 410,000 active; Potency, µM (series often up to 46.1 µM), without a hit: top-dose activation, usual class: activators; AREc32 ARE-luciferase reporter (MCF7-derived line), luminescence, 24 h; further: potency means the concentration at half of the fitted maximal effect; % of control where 0% means no effect; nearly all actives have a fitted effect of over 65% in size
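Reporter line AREc32 (ARE-Fluc), seeded overnight in OPTI-MEM with 5% FBS; compound pin-transferred, 24 hr at 37 deg C, 5% CO2; luminescent read-out.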
CCT modulator = cytosolic chaperonin activity modulation. purified chaperonin ATPase assay, HTRF ADP detection, 30 min. 0.3% of 360,000 active. activity change, % (test concentration not listed), hits read low; in the data active means activity change below about -30%; further: on the % scale 0 is the no-effect control and ±100 the full control effect
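ATPase activity: ADP formed was measured by HTRF Transcreener (665/615 nm ratio) after 30 min at 37 deg C with 10 uM ATP. Compounds screened at one 76 uM concentration against 40 or 20 nM TRiC in Tris pH 7.4/KCl/MgCl2/DTT buffer.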
HepG2 viability = kills HepG2 cells in TGF-b inhibitor counter-screen; Potency, µM (series often up to 46.1 µM), for the others: at the highest dose activity change, negative = cytotoxicity, hits mostly cytotoxic; AID 588856; 0.76% of 410,000 active; HepG2 CAGA-GFP viability, ATP luminescence, 18 h; further: potency means the concentration at half of the fitted maximal effect; some results filed as inactive show a strong effect at the top dose
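CellTiter-Glo luminescence gave cytotoxicity after 18 hours at 37 degrees C. The cells were HepG2 CAGA-GFP in 1% FBS DMEM, stimulated with 500 pg/mL TGF-beta after compound addition. %Activity was normalised to no-cell wells (complete cell-killing) and DMSO (no toxicity), and curves were fitted and classified.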
TGFb SMAD3 inh = inhibitors of TGF-b signaling. 1.2% of 410,000 active. HepG2 CAGA-GFP TGF-b/SMAD3 reporter, GFP fluorescence, 18 h; TGF-beta stimulated, 500 pg/mL final. AID 588855. Potency, µM (top dose mostly 46.1 µM), for inactives: at the top dose activity, negative = inhibition, hits mostly inhibitors; further: potency means the concentration at half of the fitted maximal effect; on the % scale 0 is the no-effect control and ±100 the full control effect; nearly all actives have a fitted effect of over 65% in size
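Cell-based qHTS in HEPG2 carrying a CAGA-GFP Smad reporter; compounds added before 500 pg/mL final TGF-beta, 18 h incubation at 37 degrees C, GFP fluorescence quantified per cell by imaging cytometry.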
The depositor's hits bear a star; i = inactive; ? = inconclusive; · = not tested or not shown; & = joins results of further samples. Unless noted, the call rests on the fitted dose curve; in most records, active means well fitted curve in the direction sought with a large enough effect; inconclusive means small, poorly fitted or top-dose-only effect, or another doubt; inactive means no such curve, though single readings can be large; an effect the other way counts as inactive or inconclusive.

structure	pAkt inh	A549 tox	Mm-Cpn inhibitor	S2 tox	Nrf2 block	Nrf2 ARE act	CCT modulator	HepG2 viability	TGFb SMAD3 inh
COC(=O)Cc1[nH]c(=O)[nH]c1C(=O)OC	i	0%	3%	i	-6%	0.0%	0.3	0%	7%
CN(C)CCNC(NC(=O)c1cccs1)C(Cl)(Cl)Cl (stereo not drawn)	i	1%	0%	i	-9%	0.2%	-3.0	18%	1%
CCN(CC(=O)Nc1ccccc1C(F)(F)F)C(=O)c1ccccc1Sc1ccccc1C#N	i	-2%	0%	i	1%	-0.2%	-1.5	-31%	?
CCc1ccc(C(=O)c2cn(CC(=O)Nc3cc(C)ccc3C)c3nc(C)ccc3c2=O)cc1	·	-10%	·	i	13%	0.2%	·	-7%	-3%
O=C(Nc1ccc(Cl)cc1)N1N=CCC1c1ccccc1 (stereo not drawn)	i	5%	2%	i	2%	-0.9%	-2.0	11%	12%
COc1ccc(NC(=O)CCN2CCCC2)c(OC)c1	i	9%	-1%	i	6%	-0.1%	-4.0	-26%	-8%
CCN1CCN(c2nc(C)c3c(n2)CC(C)CC3=O)CC1 (stereo not drawn)	i	12%	0%	i	?	-0.1%	-0.4	5%	10%
CC(=O)OCC(=O)C1(O)CCC2C3CC(F)C4=CC(=O)CCC4(C)C3C(O)CC21C (stereo not drawn)	i	-5%	·	?	0.065µM*	-0.2%	-0.2	-4%	-10%
CC1CCCC(C)N1CC(O)COC1CCC(C(C)(C)C)CC1 (stereo not drawn)	i	-18%	1%	i	6%	1.8%	2.2	-50%	?
COc1ccc(C(CNC(=O)c2ccc(Cl)c(S(=O)(=O)N3CCCC3)c2)N2CCCC2)cc1 (stereo not drawn)	i	1%	-4%	i	-4%	-0.2%	-2.6	-28%	-22%
CCCn1c(NC(=O)CN2C(=O)NC3(CCCC3)C2=O)nc2ccccc21	i	2%	0%	i	-6%	-0.3%	1.7	0%	5%
COc1ccc([C@H]2CC(=O)C=C(c3ccc(C(F)(F)F)c(C(F)(F)F)c3)C2)cc1OC	i	4%	1%	i	?	1.6%	0.2	2%	-1%
CSCC(C)N1CCC(Oc2cccc(C(=O)NCc3ccccn3)c2)CC1 (stereo not drawn)	i	1%	-1%	i	4%	-0.3%	-1.0	-21%	-7%
CC(Sc1nnnn1-c1cccc(F)c1)C(=O)NC1CCCC1 (stereo not drawn)	i	-1%	1%	i	12%	0.0%	0.2	4%	-5%
CCOC(=O)C1CCN(Cc2ccc(F)c(F)c2)CC1	i	-6%	0%	i	-12%	-0.2%	-4.3	-1%	-4%
COc1ccccc1CNC(=O)CCc1nc2ccccc2c(=O)[nH]1	i	-1%	0%	?	-1%	-0.7%	-3.0	2%	7%
COC(=O)c1ccc(CSCC(=O)Nc2cc(OC)cc(OC)c2)o1	i	3%	-1%	i	11%	0.1%	2.9	0%	3%
CC1CCN(S(=O)(=O)c2ccc(C(=O)N3CCOCC3)cc2)CC1	i	-6%	-1%	?	4%	-0.7%	-1.6	2%	-6%
CN1CCN(S(=O)(=O)c2cccc(C(=O)NCCOc3ccccc3F)c2)CC1	i	10%	0%	i	22%	0.0%	-1.4	-25%	1%
O=C(O)c1cc(-c2ccc(Cl)s2)nc2ccccc12	i	-1%	?	i	?	2.7%	-2.9	-13%	-4%
C=CCC(=O)N1CCCC(CNC(=O)c2ccc(-c3ccccc3)cc2)C1 (stereo not drawn)	i	0%	-22%	i	0%	3.9%	-0.8	-12%	1%
O=C(NCCOc1ccccc1Cl)C(=O)Nc1ccccc1	i	-1%	-1%	i	21%	2.8%	2.5	-25%	-14%
Cc1ccc(S(=O)(=O)C2(C(=O)N3CCN(c4cc(C)ccc4C)CC3)CC2)cc1	i	-1%	-2%	i	-14%	-0.8%	0.1	-6%	-9%
Fc1ccc(/C=N/NC(=S)Nc2cccnc2)cc1	i	2%	-3%	i	1%	20%	0.1	-67%	?
Cc1cc(C)nc(OC(C(=O)O)C(OCCC(C)C)(c2ccccc2)c2ccccc2)n1 (stereo not drawn)	i	-7%	0%	i	?	0.1%	0.9	0%	-18%
CC(C)[C@@H]1Cc2[nH][nH]c(=O)c2[C@H](C)O1	i	·	·	i	·	-0.7%	1.1	·	·
O=C1NN=C(c2ccc(Cl)cc2)CC1c1c[nH]c2ccccc12 (stereo not drawn)	i	7%	-5%	i	-9%	5.2%	-1.7	-72%	?
CCCCn1c(NC(=O)c2ccco2)c(S(=O)(=O)c2ccc(C)cc2)c2nc3ccccc3nc21	i	-14%	-9%	·	-22%	2.9%	-4.1	-6%	?
COc1cccc(C(=O)NCC(c2ccc(N(C)C)cc2)N2CCc3ccccc32)c1 (stereo not drawn)	·	?	·	·	·	26%	·	-40%	-31%
O=C(CCN1C(=O)/C(=C/c2ccc3c(c2)OCO3)SC1=S)Nc1ccc(C(=O)O)cc1	i	1%	0%	i	-3%	-0.4%	0.5	-6%	-4%

Next section
structure	pAkt inh	A549 tox	Mm-Cpn inhibitor	S2 tox	Nrf2 block	Nrf2 ARE act	CCT modulator	HepG2 viability	TGFb SMAD3 inh
COc1ccc(NC(=O)CCC(=O)N(Cc2ccc(OC)c(OC)c2)c2nccs2)cc1	i	14%	1%	i	-5%	0.0%	-2.0	-14%	0%
COc1ccc(N(Cc2nnc3n2CCCCC3)C(=O)Nc2ccccc2)cc1	i	5%	3%	i	2%	-1.3%	-5.7	-14%	5%
Cc1ccc(CNS(=O)(=O)c2c(C(=O)N3CCCCCC3)c(C)n(C)c2C)cc1	i	2%	-1%	i	-7%	-0.6%	0.5	9%	-1%
Cn1c(=O)[nH]c(=O)c2c1nc(N1CCCCC1)n2CC(O)COc1ccccc1 (stereo not drawn)	i	3%	-2%	i	-4%	-0.4%	-1.9	-11%	-7%
CC1CCCN(c2nc3c(c(=O)n(C)c(=O)n3C)n2Cc2ccccc2)C1 (stereo not drawn)	i	-20%	-2%	i	?	-0.1%	-1.4	-2%	-22%
Cc1ccccc1-c1cc2nc(OCC3CCCO3)n(C)c(=O)c2s1 (stereo not drawn)	i	·	·	i	·	3.7%	-0.4	-17%	2%
C=CC(=O)NC(C)(C)Cc1ccccc1	i	3%	-1%	i	13%	0.0%	-6.5	-9%	-5%
CCCn1c(C(C)NC(=O)c2ccccc2)n[nH]c1=S (stereo not drawn)	i	4%	0%	i	-4%	-0.7%	-1.5	1%	-8%
CCOc1ncccc1C(=O)NCc1ccccc1F	i	16%	-11%	i	?	-0.2%	2.1	-37%	-1%
Cc1ccc(NC(=O)COC(=O)CCc2c[nH]c3ccccc23)cc1[N+](=O)[O-]	i	0%	0%	i	10%	-0.2%	-0.8	7%	5%
CCc1ccc(OCC(=O)N/N=C(\C)c2ccc(-n3ccnc3)cc2)cc1	i	2%	1%	i	16%	4.1%	-0.4	-10%	-14%
O=C(NCCCN1CCOCC1)c1ccc(S(=O)(=O)N2CCOCC2)cc1	i	23%	0%	i	1%	-0.2%	-1.3	3%	-4%
COc1ccc(CNC(=O)c2ccc(Cn3cc(Cl)cn3)o2)cc1	i	2%	1%	i	5%	0.1%	-2.4	-7%	-12%
CCC(=O)Nc1ccc(C(=O)CSc2nnc(CNc3ccc(Cl)cc3)o2)cc1OC	i	?	-14%	i	-5%	2.1%	0.4	-21%	-23%
Cc1ccc(Cl)cc1-c1cc(C(=O)N2CCN(c3ccncc3)CC2)[nH]n1	i	·	·	i	·	7.2%	0.1	-5%	-3%
CCN1CCN(c2ccc(S(=O)(=O)N3CCCCC3)cc2NC(=O)CC(NC(C)=O)c2ccccc2)CC1 (stereo not drawn)	i	7%	0%	i	16%	0.0%	-1.1	-2%	2%
Cc1coc2cc3oc(=O)c(CCC(=O)NCCN4CCOCC4)c(C)c3cc12	i	?	1%	i	-21%	-1.0%	0.4	-9%	19%
O=C(COc1ccc(Cl)cc1)N1CCN(Cc2ccc3c(c2)OCO3)CC1	i	-6%&5%&-1%	-2%&1%	i	?	-0.4%&4.6%	0.4&2.1	-3%&-28%&7%	-6%&-29%&11%
CCCC(C)(C)C(=O)N1CCC1(C)C(=O)NS(=O)(=O)c1ccc(Cl)cc1 (stereo not drawn)	i	·	·	i	·	-0.7%	-0.1	0%	10%
C/C(=N/NC(=O)c1ccc(Cl)s1)c1cccnc1	i	5%	-1%	i	-12%	-0.7%	-0.1	-34%	?
COC(=O)N1CCN(CCc2ccccc2)CC1	i	-1%	1%	?	0%	-0.5%	-1.6	-8%	1%
Cc1cccc(C(=O)Nc2ccnc(-c3ccncc3)n2)c1	i	?	1%	i	2.6µM*	-0.2%	-3.7	-16%	-5%
COc1ccc([C@@H]2[C@@H]3C(=O)N(C(C)(C)C)C(=O)[C@@H]3[C@]3(Cc4ccccc4)C(=O)N(c4cccc(F)c4)C(=O)N23)cc1	i	2%	2%	i	15%	-0.3%	-1.7	8%	12%

Entries of single compounds, quoted from the list.
`C=CC(=O)NC(C)(C)Cc1ccccc1` reads pAkt inh: i; A549 tox: 3%; Mm-Cpn inhibitor: -1%; S2 tox: i; Nrf2 block: 13%; Nrf2 ARE act: 0.0%; CCT modulator: -6.5; HepG2 viability: -9%; TGFb SMAD3 inh: -5%
`COc1ccc(NC(=O)CCC(=O)N(Cc2ccc(OC)c(OC)c2)c2nccs2)cc1` reads pAkt inh: i; A549 tox: 14%; Mm-Cpn inhibitor: 1%; S2 tox: i; Nrf2 block: -5%; Nrf2 ARE act: 0.0%; CCT modulator: -2.0; HepG2 viability: -14%; TGFb SMAD3 inh: 0%

An unsorted share of the library; 4.4% or so of the library scored in one or more.
